Vif-A3G inh = blocks the Vif interaction with human APOBEC3G; Q9HC16; HeLa A3G-eYFP + Vif (tagged APOBEC3G with the HIV-1 protein that degrades it), YFP fluorescence, overnight; Potency, µM (highest dose often 46.1 µM), inactives show top-dose activity, negative = active, most hits filed as inhibitors; 410,000 compounds, 0.076% hits; AID 602310;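 note: potency is the fitted concentration of half-maximal effect; % is set by controls: 0 for no effect and ±100 for the full control effect; nearly all actives have a fitted effect of over 60% in size; hits raise eYFP signal because A3G escapes Vif-driven loss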
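Read-out is eYFP fluorescence (Ex 488/Em 500-530) from Vif-expressing HeLa A3G-eYFP cells; more signal means A3G escaped Vif-mediated degradation. Cells plated overnight, compound pinned in, incubated overnight at 37 deg C.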
rTrxR1 inhibitor = rat TrxR1 inhibition; O89049; recombinant rTrxR1, NADPH fluorescence consumption, selenite substrate; Potency, µM (series often up to 114 µM), for the others: at the highest dose activity change, negative = inhibition, actives largely listed as inhibitors; 390,000 compounds, 1% hits; note: potency is the fitted concentration of half-maximal effect; % is set by controls: 0 for no effect and ±100 for the full control effect; nearly all actives have a fitted effect of over 65% in size
Target sequence (O89049 whole entry, looked up): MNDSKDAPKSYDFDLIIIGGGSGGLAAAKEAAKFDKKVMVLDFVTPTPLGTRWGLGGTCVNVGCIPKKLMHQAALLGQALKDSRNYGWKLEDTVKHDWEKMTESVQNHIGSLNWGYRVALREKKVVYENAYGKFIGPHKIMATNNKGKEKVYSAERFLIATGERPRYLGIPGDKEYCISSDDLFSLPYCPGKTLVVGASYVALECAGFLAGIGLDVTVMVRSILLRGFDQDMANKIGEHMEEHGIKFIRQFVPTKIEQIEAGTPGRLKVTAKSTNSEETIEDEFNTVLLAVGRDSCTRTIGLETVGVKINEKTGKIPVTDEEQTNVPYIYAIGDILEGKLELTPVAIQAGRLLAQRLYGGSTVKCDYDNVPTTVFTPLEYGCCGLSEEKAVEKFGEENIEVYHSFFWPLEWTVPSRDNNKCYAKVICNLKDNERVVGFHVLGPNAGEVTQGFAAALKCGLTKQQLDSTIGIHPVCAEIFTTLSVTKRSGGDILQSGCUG
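Rat TrxR1 (90 nM in the dispensed reagent) was pre-reduced with 400 uM NADPH for 5 min at room temperature, then incubated with compound for 15 min. After 400 uM selenite was added, NADPH fluorescence (Ex 340/Em 450 nm) was followed for 8 min.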
Vif-A3F inh = inhibitors of Vif-A3F interaction. HeLa A3F-eYFP + Vif (tagged APOBEC3F with the HIV-1 protein that degrades it), YFP fluorescence increase. Potency, µM (series often up to 46.1 µM), for the others: at the top dose activity, negative = active. 390,000 compounds, 0.2% hits. AID 602313; note: potency is the fitted concentration of half-maximal effect; % of control where 0% means no effect; nearly all actives have a fitted effect of over 65% in size
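Fluorescence increase (Ex 488/Em 500-530) after overnight compound treatment at 37 deg C flags inhibition of Vif-driven A3F-eYFP loss in stable HeLa A3F-eYFP/Vif cells seeded overnight beforehand.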
mIDH1 inhibitor = human IDH1 R132H inhibition. IDH1-R132H enzyme, NADPH consumption, diaphorase/resazurin fluorescence. Potency, µM (top dose mostly 76.6 µM), for inactives: at the top dose activity change, negative = inhibition, most hits filed as inhibitors. 390,000 compounds, 0.093% hits. O75874; note: potency is the fitted concentration of half-maximal effect; % is set by controls: 0 for no effect and ±100 for the full control effect; nearly all actives have a fitted effect of over 65% in size
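IDH1-R132H (0.5 ug/mL dispensed) in pH 7.5 Tris buffer was preincubated 30 min with compound, then given a substrate mix of 0.016 mM NADPH and 2 mM alpha-KG for 80 min at room temperature; remaining NADPH was read by diaphorase/resazurin fluorescence.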
USP1 inh = blocks the human USP1/UAF1 deubiquitinase complex. 390,000 compounds, 0.23% hits. Potency, µM (titrated, usually from 57.1 µM), for inactives: at the highest dose activity change, negative = inhibition, actives largely listed as inhibitors. O94782. recombinant USP1/UAF1, Ub-Rhodamine cleavage fluorescence; note: potency is the fitted concentration of half-maximal effect; % is set by controls: 0 for no effect and ±100 for the full control effect; nearly all actives have a fitted effect of over 60% in size; inactives centre near -12
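USP1/UAF1 complex at 1 nM was preincubated with compound for 15 min at room temperature, then Ub-Rho substrate (150nM final) was added. Fluorescence (480/540 nm) was read kinetically, 6 reads every 60 seconds.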
RGS4 inh = inhibitors of human regulator of G protein signaling 4 | 390,000 compounds, 0.039% hits | Potency, µM (highest dose often 114 µM), inactives show at the top dose activity change, negative = inhibition, hits mostly inhibitors | P49798 | Transcreener GDP fluorescence polarization, RGS4-accelerated GTP hydrolysis; note: potency is the fitted concentration of half-maximal effect; % is set by controls: 0 for no effect and ±100 for the full control effect; nearly all actives have a fitted effect of over 75% in size; some results filed as inactive show a strong effect at the top dose
Target sequence (P49798 whole entry, looked up): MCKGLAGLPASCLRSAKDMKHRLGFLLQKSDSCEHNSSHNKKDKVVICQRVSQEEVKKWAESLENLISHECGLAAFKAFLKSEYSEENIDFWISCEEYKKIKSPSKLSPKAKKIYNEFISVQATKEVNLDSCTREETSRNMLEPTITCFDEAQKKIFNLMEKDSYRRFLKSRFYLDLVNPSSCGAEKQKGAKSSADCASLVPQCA
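MLSMR compounds (23 nl, pin-transferred) preincubated 10 min at room temperature with a 500nM (2x) first reagent, then RGS4 at 900nM (2x) plus Transcreener GDP mix added; fluorescence polarization (620/688 nm) read before and after 90 min at 30 °C.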
TrxR1 substrate = substrates of rat thioredoxin reductase 1. purified TrxR1 substrate turnover, NADPH consumption readout. Potency, µM (doses to about 114 µM), inactives show at the highest dose activity change, negative = substrate turnover. 390,000 compounds, 0.01% hits. AID 588456; note: potency is the fitted concentration of half-maximal effect; % is set by controls: 0 for no effect and ±100 for the full control effect; nearly all actives have a fitted effect of over 50% in size
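Rat TrxR1, dispensed at 90 nM, was prereduced with 400 uM NADPH (final) for 5 min at ~22 deg C, then incubated with compound 15 min before 400 uM selenite. A first-read NADPH fluorescence drop versus no-compound background flagged substrates.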
GRP78 ERSR act = induces the endoplasmic reticulum stress response in human glioma cells; U87-MG GRP78 promoter luciferase reporter, 16 h; Potency, µM, for the others: at the top dose activation, usual class: activators; 420,000 compounds, 0.02% hits; note: potency is the fitted concentration of half-maximal effect; series mostly up to about 76 µM; % of control where 0% means no effect; nearly all actives have a fitted effect of over 35% in size
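ERSR induction read as luciferase luminescence (Bright-Glo, 10 min at room temperature) in stably transfected human U87-MG glioma cells exposed to compounds for 16 h, using GRP78 as sensor.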
LDHA inh = inhibitors of human lactate dehydrogenase A; purified LDHA, NADH/diaphorase-resazurin fluorescence; active compounds read low; activity change, % (values are at about 110 or 230 µM); 480,000 compounds, 0.15% hits; AID 1347041; in the data active = activity change below about -30%; inconclusive = mostly about -25% to -30%;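 note: plate controls were DMSO wells for no effect and wells without enzyme for full effect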
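Remaining NADH was detected by diaphorase (0.133 mg/mL) converting 37 µM resazurin to fluorescent resorufin, read at 0 and 20 minutes. The preceding 5-minute room-temperature reaction used 2 nM LDHA, 0.2 mM sodium pyruvate and 0.06 mM NADH at pH 7.4.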
* marks the source's active call; other numbers are inactive results; ? = inconclusive; . = no result given; & = joins results of further samples; [ ] = remark or other dose. Unless noted, calls come from the whole dose curve; as a rule, active = well fitted curve in the direction sought with a large enough effect; inconclusive = small, poorly fitted or top-dose-only effect, or another doubt; inactive = no such curve, though single readings can be large; an effect the other way counts as inactive or inconclusive.

Value order: TrxR1 substrate	USP1 inh	LDHA inh	RGS4 inh	rTrxR1 inhibitor	GRP78 ERSR act	mIDH1 inhibitor	Vif-A3G inh	Vif-A3F inh
- CC(CCc1ccccc1)NS(=O)(=O)c1ccccc1Cl (stereo not drawn)
    -5.3%	-3.8%	-4.0	-0.3%	20.3%	-2.8%	10.9%	-2.5%	-25.0%
- Cc1cc(F)ccc1S(=O)(=O)N1CCCCC1CCNC(=O)C(=O)NCCN1CCOCC1 (stereo not drawn)
    -1.9%	-14.7%	-5.9	-10.8%	-1.9%	-3.6%	4.2%	2.3%	-5.7%
- O=C(O)C1=C[C@H](c2ccc(C(F)(F)F)cc2)C[C@H](OCc2ccc(CO)cc2)O1
    -4.6%	-12.2%	-1.0	-10.8%	-0.9%	-6.1%	-1.2%	-2.0%	-4.6%
- CC(=O)Nc1ccc(C(=O)/C=C/c2ccco2)cc1
    -10.8%	-16.1%	0.2	?	44.7µM*	2.5%	5.1%	2.3%	-17.4%
- COc1cccc(N2CC(C)Cn3c2nc2c3c(=O)[nH]c(=O)n2C)c1 (stereo not drawn)
    0.7%	-11.3%	-2.9	-0.5%	15.8%	-2.1%	-0.3%	1.2%	2.1%
- COCCN(C(=O)C(F)(F)F)C(C(=O)NC1CCCCC1)c1ccco1 (stereo not drawn)
    11.0%[57.1 µM]	-14.4%	-1.7	19.8%	6.3%[57.1 µM]	-4.6%	5.9%	1.5%	-1.6%
- COc1cc2c(cc1OC)CN(c1ccc(-c3ccccc3OC)nn1)CC2
    -13.3%	-8.0%	9.8	-4.0%	-21.6%	0.6%	0.9%	?	-21.8%
- CC(C)(C)OC(=O)N1CCCC(C(=O)Nc2cccc(C(=O)NCc3ccccc3)c2)C1 (stereo not drawn)
    -1.4%	-20.6%	2.4	-0.7%	6.3%	-2.2%	12.7%	0.3%	8.7%
- CC1=CSC2=NC(=O)/C(=C\c3cccn3-c3ccccc3)C(=N)N12
    -4.4%	-13.1%	0.5	-17.2%	-15.6%	-1.5%	2.6%	-4.0%	-1.1%
- O=C1c2ccccc2NC(c2ccco2)N1/N=C/c1ccco1 (stereo not drawn)
    -11.9%	-4.3%	0.0	8.3%	?	-1.1%	-6.2%	1.0%	4.7%
- CCN(CC)S(=O)(=O)c1cccc(C(=O)OC2CCOC2=O)c1 (stereo not drawn)
    2.7%	-10.3%	-5.3	21.3%	8.3%	1.6%	8.5%	0.1%	5.9%
- Cc1[nH]n(-c2ccc([N+](=O)[O-])cc2)c(=O)c1C=NCCc1c(C)[nH]c2ccccc12
    -11.6%	-1.1%	0.1	11.3%	-3.5%	-1.7%	3.9%	0.1%	-7.0%
- O=C(CN1CCN(C(=O)CCC(=O)N2CCC(c3ccccc3)=N2)CC1)Nc1cccc(F)c1
    .	-17.0%	-4.0	.	.	-2.3%	-4.9%	2.0%	0.2%
- COc1cccc(-c2ccc(=O)n(CC(=O)Nc3ccc(C(=O)N4CCCC4)cc3)n2)c1
    5.0%	-2.0%	2.4	-20.2%	7.5%	-4.6%	4.6%	2.1%	1.0%
- CCc1cc(=O)oc2cc(C)cc(OC(C)C(=O)NCc3ccncc3)c12 (stereo not drawn)
    116.5%[activator]	-18.0%	-6.7	19.3%	26.4%	-1.4%	-9.8%	1.8%	-11.3%
- CC(C)c1ccc(NC2CCCN(C(=O)CCN3CCCCO3)C2)cc1 (stereo not drawn)
    -6.7%	-8.0%	6.7	-3.7%	-9.4%	-3.8%	7.4%	0.0%	1.3%
- CCOCCCNC(=O)C(c1ccc(OC)cc1)N(Cc1cccs1)C(=O)c1ccccn1 (stereo not drawn)
    12.9%[57.1 µM]	-11.9%	-6.2	-5.6%	31.3%[57.1 µM]	0.4%	-2.4%	0.5%	4.6%
- O=C(Cn1ncc2c([nH]c3ccccc32)c1=O)N1CCc2ccccc2C1
    -7.5%	-11.1%	-5.8	2.4%	3.9%	-2.7%	5.9%	1.2%	-13.5%
- Cc1ccc(CN2CCSc3ccc(C(=O)NCc4ccccn4)cc32)cc1
    86.1%[activator]	-3.3%	-1.1	-0.7%	20.2%	0.6%	-2.1%	-8.1%	-8.1%
- Cc1ccc(-n2nc3c(c2NC(=O)c2c(-c4ccccc4Cl)noc2C)CSC3)cc1
    10.2%[57.1 µM]	-13.3%	2.4	-14.6%	-0.4%	-2.3%	4.8%	0.6%	-1.2%
- O=C1CCC(c2ccccc2)c2ccccc21 (stereo not drawn)
    2.1%	-21.9%	-0.5	5.1%	18.4%	-3.9%	16.3%	0.5%	3.9%
- COc1ccc(-c2noc(CN(C)Cc3ccccc3)n2)cc1
    6.1%	-4.7%	-13.1	5.5%	46.4%[activator]	17.5%	0.0%	1.6%	-1.4%
- CCOc1ccc(OCc2ccc(C(=O)Nc3cccc(C)n3)o2)cc1
    3.9%	-8.5%	3.1	17.3%	-18.5%	4.5%	2.8%	2.3%	-1.0%
- O=c1oc(Nc2ccccc2F)nc2ccccc12
    -21.1%[57.1 µM]	-6.3%	-2.0	-16.5%	8.0%[57.1 µM]	-7.4%	1.1%	-0.7%	-1.8%
- C=CCn1c(CNS(=O)(=O)c2ccc(Br)cc2)n[nH]c1=S
    4.0%	-16.5%	-0.5	-15.6%	-9.4%	-4.9%	6.8%	5.0%	0.1%
- Clc1cccc(OCCN2CCN(CCOc3cccc(Cl)c3)CC2)c1
    -2.7%	-24.1%	1.9	-11.9%	2.7%	-3.9%	6.1%	3.7%	13.3%
- COC(=O)c1cccc(NC(=O)C2CCN(S(=O)(=O)Cc3ccccc3)CC2)c1C
    -6.1%	?	1.7	5.2%	-5.4%	-3.4%	8.0%	6.6%	-0.3%
- C/C(N)=C(/C#N)C(=O)CSc1nnnn1-c1ccc(C)cc1C
    5.2%	-10.4%	1.1	-27.2%	-4.5%	4.1%	10.5%	0.1%	-1.0%
- O=C(CC1C(=O)NCCN1C(=O)c1ccc([N+](=O)[O-])cc1)Nc1cccc(Cl)c1 (stereo not drawn)
    -7.1%	-4.5%	-0.8	-11.8%	-16.2%	-2.0%	6.6%	-9.4%	-3.4%
- COC(=O)Cn1c(=NC(=O)c2ccc(OC)c(OC)c2)sc2cc(OC)ccc21
    157.4%[activator]	-3.0%	-5.0	-5.0%	84.7%[57.1 µM]	-4.1%	-3.8%	-4.0%	-8.5%
- Cc1cc(C(=O)N/N=C/c2ccc3c(c2)OCO3)c2ccccc2n1
    -1.9%	-22.1%	-6.0	-22.7%	4.2%	-5.2%	10.0%	?	-7.0%
- O=C(CC1N=C2c3ccccc3N=C(SCc3ccc(F)cc3)N2C1=O)NCc1ccc2c(c1)OCO2 (stereo not drawn)
    1.5%[57.1 µM]	-15.8%	4.7	9.1%	16.1%[57.1 µM]	-1.3%	4.3%	-2.6%	-4.5%
- Cc1[nH]c2ccccc2c1C(=O)COC(=O)C(C)C
    -6.1%	-0.7%	14.7&-7.3	-22.2%	2.4%	-1.9%	2.4%	0.9%	-0.9%
- O=c1c2c3c(sc2n(Cc2ccccc2F)c(=O)n1-c1ccc(Cl)cc1)CCCC3
    5.3%	?	2.4	-5.7%	18.0%	0.4%	7.5%	3.1%	0.1%
- CCOc1ccc(NC(=O)c2csc3c2CCCC3)cc1
    0.9%	-20.1%	-10.1	1.1%	25.6%	2.6%	2.7%	-0.2%	-9.1%
- COc1ccc(Cc2nnc(SCC(=O)c3cccc([N+](=O)[O-])c3)n2C)cc1
    -1.2%	10.1%	1.2	-48.9%	79.4µM*	1.5%	1.8%	-4.9%	-5.6%
- Nc1c(CO)nnn1-c1ccccc1
    5.4%[57.1 µM]	-11.0%	-1.9	0.3%	1.0%[57.1 µM]	0.0%	0.3%	1.2%	13.1%

Four entries from above, ordered by formula weight, smallest number first.
Value order: TrxR1 substrate	USP1 inh	LDHA inh	RGS4 inh	rTrxR1 inhibitor	GRP78 ERSR act	mIDH1 inhibitor	Vif-A3G inh	Vif-A3F inh
- Nc1c(CO)nnn1-c1ccccc1
    5.4%[57.1 µM]	-11.0%	-1.9	0.3%	1.0%[57.1 µM]	0.0%	0.3%	1.2%	13.1%
- Cc1[nH]c2ccccc2c1C(=O)COC(=O)C(C)C
    -6.1%	-0.7%	14.7&-7.3	-22.2%	2.4%	-1.9%	2.4%	0.9%	-0.9%
- CCOc1ccc(NC(=O)c2csc3c2CCCC3)cc1
    0.9%	-20.1%	-10.1	1.1%	25.6%	2.6%	2.7%	-0.2%	-9.1%
- COc1ccc(Cc2nnc(SCC(=O)c3cccc([N+](=O)[O-])c3)n2C)cc1
    -1.2%	10.1%	1.2	-48.9%	79.4µM*	1.5%	1.8%	-4.9%	-5.6%

Bioassay records: PubChem, National Center for Advancing Translational Sciences (NCATS)

An excerpt. The share of hits here may be higher or lower than overall.
